PfHsp40 rescue = compounds rescuing yeast from Plasmodium falciparum HSP40 toxicity; S. cerevisiae expressing PfHsp40, growth rescue, ATP luminescence; growth rescue, % at 12.5 µM; 340,000 compounds, 0.68% hits; in the data active means growth rescue above about 28%, passing the limit was not always enough; inconclusive means no clear call, values can overlap the other calls;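 further: yeast W303a lacking pdr1 and pdr3 grown in galactose medium; growth measured after three days at 30 °C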
CCHF vOTU inh = CCHFV vOTU protease inhibition; 370,000 compounds, 0.55% hits; Pep-AMC fluorescence; inhibition, % at 11.5 µM; AID 651958; in the data active means inhibition above about 30%; further: 0% = vehicle wells with enzyme and 100% = no enzyme wells
SSB-PriA inh = K. pneumoniae PriA-SSBct interaction inhibition. AlphaScreen SSBct-PriA binding, biotinylated peptide. inhibition, % at 33 µM. 430,000 compounds, 0.6% hits. AID 1272365; in the data active means inhibition mostly above about 37%, no sharp cut-off; inactive means mostly below about 20%;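 further: plate controls were negative control peptide for no effect and reference peptide for full effect; strong numbers were not always called active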
BoNT A protease = inhibitors of Botulinum neurotoxin A light chain protease | multiplex microsphere protease substrate cleavage, flow cytometry | 360,000 compounds, 0.17% hits | inhibition, % at 10 µM | AID 588499; further: plate controls were buffer without enzyme for full effect and enzyme alone for no effect
Vc quorum ag = induces V. cholerae light production without autoinducers; V. cholerae BH1578 lux reporter, luminescence, 6 h; activation, % at 18.7 µM; 350,000 compounds, 0.16% hits; in the data active means activation mostly above about 9.7%, no sharp cut-off; inconclusive means no clear call, values can overlap the other calls; inactive means mostly below about 3.7%; further: not every result past the cut was called active; inactives centre near 0; reference of the scale not given here
Yp Topo-I inh = inhibitors of Yersinia pestis topoisomerase I. activity, % at 10 µM. Y. pestis Topo-I cleavage product accumulation, plate reader. 360,000 compounds, 0.064% hits; in the data active means activity above about 50%, passing the limit was not always enough; inconclusive means no clear call, values can overlap the other calls; further: inactives centre near 2
TcdB inh = inhibitors of Clostridioides difficile toxin B glycohydrolase | TcdB glycohydrolase enzymatic assay, plate reader | inhibition, % at 9.99 µM | 350,000 compounds, 0.24% hits | AID 652162 | P18177; in the data active means inhibition above about 10%
Target sequence (P18177 whole entry, looked up): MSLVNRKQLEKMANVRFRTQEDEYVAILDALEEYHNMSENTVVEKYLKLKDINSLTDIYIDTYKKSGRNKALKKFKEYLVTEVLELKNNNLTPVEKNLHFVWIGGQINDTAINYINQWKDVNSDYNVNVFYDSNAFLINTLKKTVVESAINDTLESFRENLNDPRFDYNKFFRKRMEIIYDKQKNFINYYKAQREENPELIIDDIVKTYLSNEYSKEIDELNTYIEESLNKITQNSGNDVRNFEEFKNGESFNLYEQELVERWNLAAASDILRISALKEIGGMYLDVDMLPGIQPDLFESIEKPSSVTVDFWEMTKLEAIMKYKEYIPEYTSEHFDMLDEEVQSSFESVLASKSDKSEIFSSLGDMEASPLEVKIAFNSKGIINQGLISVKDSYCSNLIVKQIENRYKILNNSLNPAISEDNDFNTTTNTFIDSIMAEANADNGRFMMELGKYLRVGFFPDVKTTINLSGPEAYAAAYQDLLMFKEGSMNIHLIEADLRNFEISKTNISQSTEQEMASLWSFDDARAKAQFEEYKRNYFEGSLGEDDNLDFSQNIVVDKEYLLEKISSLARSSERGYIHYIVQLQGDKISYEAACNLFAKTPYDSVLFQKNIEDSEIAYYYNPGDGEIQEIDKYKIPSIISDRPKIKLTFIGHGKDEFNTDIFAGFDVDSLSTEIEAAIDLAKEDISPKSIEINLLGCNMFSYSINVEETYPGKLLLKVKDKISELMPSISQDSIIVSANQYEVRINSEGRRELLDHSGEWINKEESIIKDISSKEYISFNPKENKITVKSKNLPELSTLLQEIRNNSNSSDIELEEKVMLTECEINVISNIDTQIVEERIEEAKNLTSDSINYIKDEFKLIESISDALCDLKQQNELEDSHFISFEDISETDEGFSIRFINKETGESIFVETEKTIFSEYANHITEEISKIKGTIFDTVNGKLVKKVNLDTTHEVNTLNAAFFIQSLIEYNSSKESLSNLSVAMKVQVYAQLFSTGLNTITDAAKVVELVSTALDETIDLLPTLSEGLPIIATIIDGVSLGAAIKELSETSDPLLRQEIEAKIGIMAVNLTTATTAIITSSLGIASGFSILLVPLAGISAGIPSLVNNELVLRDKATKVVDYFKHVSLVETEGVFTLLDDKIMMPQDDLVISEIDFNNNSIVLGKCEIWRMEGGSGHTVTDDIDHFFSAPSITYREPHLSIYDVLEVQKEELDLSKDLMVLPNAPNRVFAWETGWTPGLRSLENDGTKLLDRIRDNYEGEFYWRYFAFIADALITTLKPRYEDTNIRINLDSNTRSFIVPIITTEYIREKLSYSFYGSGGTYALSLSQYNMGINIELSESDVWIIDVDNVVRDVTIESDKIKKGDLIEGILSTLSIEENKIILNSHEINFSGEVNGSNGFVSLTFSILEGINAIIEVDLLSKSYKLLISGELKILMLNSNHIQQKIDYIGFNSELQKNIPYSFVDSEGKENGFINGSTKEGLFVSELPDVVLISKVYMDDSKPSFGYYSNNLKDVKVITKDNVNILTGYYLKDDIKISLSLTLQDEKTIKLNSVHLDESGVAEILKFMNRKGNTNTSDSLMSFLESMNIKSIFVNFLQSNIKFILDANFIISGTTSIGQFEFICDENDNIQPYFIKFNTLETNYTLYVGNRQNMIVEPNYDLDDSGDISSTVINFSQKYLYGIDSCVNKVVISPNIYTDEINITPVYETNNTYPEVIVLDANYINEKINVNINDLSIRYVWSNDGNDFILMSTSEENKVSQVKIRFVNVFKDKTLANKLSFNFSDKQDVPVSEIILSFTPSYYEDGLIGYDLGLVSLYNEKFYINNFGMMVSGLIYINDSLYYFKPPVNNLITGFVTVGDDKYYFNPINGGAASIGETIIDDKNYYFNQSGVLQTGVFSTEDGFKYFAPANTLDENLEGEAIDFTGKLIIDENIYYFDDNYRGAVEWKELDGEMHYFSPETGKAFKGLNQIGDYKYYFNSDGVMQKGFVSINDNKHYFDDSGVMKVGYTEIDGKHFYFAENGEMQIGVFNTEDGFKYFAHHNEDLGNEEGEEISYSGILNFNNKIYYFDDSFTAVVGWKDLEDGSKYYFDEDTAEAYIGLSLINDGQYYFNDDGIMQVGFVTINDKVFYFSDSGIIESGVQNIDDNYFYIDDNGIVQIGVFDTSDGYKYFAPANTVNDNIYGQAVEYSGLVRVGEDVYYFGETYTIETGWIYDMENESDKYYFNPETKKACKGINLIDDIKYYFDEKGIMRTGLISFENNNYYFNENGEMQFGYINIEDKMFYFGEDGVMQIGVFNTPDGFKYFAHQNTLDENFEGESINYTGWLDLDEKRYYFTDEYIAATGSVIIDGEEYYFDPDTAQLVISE
VHR inh abs = inhibitors of human VHR1 phosphatase (DUSP3) | AID 1654 | inhibition, % at 13.3 µM | 290,000 compounds, 0.52% hits | P51452 | recombinant VHR phosphatase, pNPP absorbance; in the data active means inhibition above about 50%; further: some compounds called inactive have numbers as strong as hits
3CLpro inhibitor = SARS-CoV 3CLpro protease inhibition; P0C6X7; recombinant SARS-CoV 3CLpro, quenched FRET peptide cleavage; inhibition, % at 6 µM; 290,000 compounds, 0.14% hits; AID 1706; in the data active means inhibition above about 12%
Anthrax LF inh2 = blocks Bacillus anthracis lethal factor protease; P15917; multiplex microsphere protease cleavage assay, LF; AID 588501; 360,000 compounds, 0.12% hits; inhibition, % at 10 µM; further: plate controls were buffer without enzyme for full effect and enzyme alone for no effect
* = called active by the depositor; i = inactive; ? = inconclusive; nt = not tested or not shown. Unless noted, no stated cut-off is given here; in the data, active means inhibition above about 30%; inconclusive means no clear call, values can overlap the other calls; inactive means below that.

Every second line gives: SSB-PriA inh | Anthrax LF inh2 | CCHF vOTU inh | Vc quorum ag | Yp Topo-I inh | VHR inh abs | TcdB inh | 3CLpro inhibitor | BoNT A protease | PfHsp40 rescue
COc1cccc(/C=N/n2nnnc2N)c1OCc1ccccc1Cl
 : nt | 1.6 | -4.6 | -0.3 | 11.3 | -9.1 | nt | 2.5 | -0.3 | 0.4
CCOC(=O)C1=C(C)OC(N)=C(C#N)C1c1cncc(-c2ccc(F)cc2)c1 (configuration not stated)
 : 6.3 | 2.1 | -0.4 | -0.2 | 17.3 | 1.0 | nt | 3.3 | -0.5 | -0.4
COc1ccc(C(=O)NNC(=O)Cn2nnc(-c3ccc(OC)c(OC)c3)n2)cc1
 : 5.4 | -1.5 | 3.2 | -2.5 | -5.4 | 24.7 | 0.5 | 0.1 | -0.5 | -1.8
O=C(N/N=C/c1ccc2nccnc2c1)c1ccc(Br)cc1
 : i | 3.7 | 21.9 | -0.7 | -7.7 | 18.8 | 2.2 | -1.2 | 0.2 | nt
CCN(C(=O)COC(=O)c1cn(C)c2ccccc12)c1ccc(F)cc1
 : -4.9 | 6.5 | 8.7 | 1.5 | 14.0 | nt | 0.0 | nt | 0.6 | 1.7
Cn1ccnc1-c1nnn(-c2ccc(F)cc2)n1
 : -1.1 | -1.7 | 12.6 | i | -5.9 | nt | 0.1 | nt | 0.4 | -1.1
Cc1c(C(=O)N2CCOCC2)sc2ncn(CC(=O)N3CCC(C)CC3)c(=O)c12
 : -5.0 | -0.8 | nt | 7.1 | -1.2 | -2.4 | nt | 5.0 | 0.3 | -0.3
O=C(CCc1ccccc1)NCCSCc1c(F)cccc1Cl
 : -17.5 | -0.2 | -11.7 | i | 1.3 | -4.3 | 1.4 | 4.1 | -0.8 | 1.1
CCCOC(=O)c1ccc(NC(=O)C2CCCO2)cc1 (configuration not stated)
 : -14.9 | -0.8 | 24.1 | 16.7* | -5.1 | -12.0 | nt | 2.3 | 0.5 | 0.8
CCCCCC(=O)N1C[C@@H](O)[C@H](n2cc(COC(=O)c3ccccc3)nn2)C[C@@H]1c1ccc(C)cc1
 : nt | -8.4 | 13.1 | -0.5 | 15.1 | nt | 1.3 | nt | -0.2 | nt
CCOC(=O)c1ccc(-n2[nH]c(-c3ccccc3)cc2=O)cc1
 : -10.2 | -1.8 | 10.4 | -0.3 | -8.1 | 4.8 | nt | 6.8 | -1.0 | -0.4
O=C(Nc1cccc(Cl)c1Cl)c1cc(S(=O)(=O)NCCc2ccccc2)ccc1F
 : -16.1 | 1.3 | 9.3 | -0.3 | 32.1 | -14.2 | 0.5 | 4.5 | 0.2 | -0.3
COc1cc(C(=O)Nc2cc(S(=O)(=O)N3CCOCC3)ccc2N2CCN(C)CC2)cc(OC)c1OC
 : -8.1 | -2.2 | 21.5 | i | -0.1 | nt | -5.6 | nt | -0.9 | -1.3
Cc1cc(C)nc(-n2nc(C)cc2Nc2ccccc2)n1
 : -1.0 | -1.6 | 3.0 | -0.2 | 38.7 | -14.9 | nt | -1.7 | -1.2 | 2.2
Cc1ccccc1-c1nnc(SCCOc2ccc3c(C)cc(=O)oc3c2)o1
 : -12.7 | 1.0 | 8.9 | i | 12.3 | 19.9 | nt | 0.9 | -0.2 | 0.8

Carrying on.
Every second line gives: SSB-PriA inh | Anthrax LF inh2 | CCHF vOTU inh | Vc quorum ag | Yp Topo-I inh | VHR inh abs | TcdB inh | 3CLpro inhibitor | BoNT A protease | PfHsp40 rescue
O=C(O)c1sccc1Oc1ccc(NS(=O)(=O)c2ccccc2)cc1
 : 2.8 | 8.2 | -2.9 | -7.7 | 9.2 | 0.1 | -1.1 | 2.4 | -0.2 | -0.6
O=C(COC(=O)Cn1cnc2ccccc21)Nc1cccc(S(=O)(=O)N2CCOCC2)c1
 : 1.9 | -2.8 | 7.6 | i | 5.7 | 29.0 | -2.8 | -0.1 | -1.6 | 0.5
CC(=O)c1ccc(-c2cccs2)s1
 : -24.6 | -2.4 | -363.6 | -0.6 | 2.1 | 16.9 | 1.0 | -3.5 | 4.1 | 0.0
CCOC(=O)N1CCN(C(=O)c2c(-c3c(Cl)cccc3Cl)noc2C)CC1
 : 0.6 | -1.4 | 12.8 | i | -0.1 | -11.4 | -0.2 | 0.8 | 0.2 | -0.3
O=C(Oc1ccccc1)N1CCN(c2ccc(F)cc2)CC1
 : -3.7 | -3.7 | -2.7 | -0.2 | 11.1 | 6.4 | nt | -5.2 | -0.1 | -1.0
COc1ccc(-c2cc(NC=O)c3ncc(-c4cccc(C(C)=O)c4)n3c2)cc1
 : nt | 4.7 | 7.2 | i | 22.5 | nt | -0.4 | nt | 0.2 | nt
CC(CCC(=O)O)C1CCC2C3CCC4C[C@H](O)CCC4(C)C3CC(=O)C12C (some centres not stated)
 : 5.0 | -9.1 | 0.3 | 0.9 | -0.4 | 20.7 | 0.2 | -1.8 | 0.0 | -0.7
CC(C)CSc1nc2ccccc2[nH]1
 : -16.0 | 9.0 | -1.0 | 3.1 | 4.8 | 26.9 | 1.6 | 6.6 | -0.1 | 1.5
COc1ccc(NC(=O)C2CCN(S(=O)(=O)c3ccc4c(c3)NC(=O)C(C)S4)CC2)cc1 (configuration not stated)
 : 1.5 | 1.7 | 22.8 | -0.5 | 7.1 | 3.7 | 0.8 | 1.9 | 0.4 | 0.2
Cc1cc(N(C)C)ccc1[N+](=O)[O-]
 : 18.0 | -2.7 | -8.6 | -0.2 | -1.3 | 1.7 | 0.8 | 0.4 | -1.6 | -0.8
S=C(NCCCc1ccccc1)Nc1ccccc1Cl
 : -27.9 | -1.7 | -0.7 | i | -0.2 | -1.0 | 1.2 | 8.1 | -0.2 | 222.7*
CCOc1ccc(-n2c(SCc3nc(-c4ccc(C)cc4)no3)nnc2-c2ccncc2)cc1
 : 7.6 | -12.5 | 0.8 | -0.9 | -2.1 | 1.6 | nt | 4.0 | 23.8 | 0.8
COc1ccc(OC)c(NC(=O)COc2ccc(S(=O)(=O)NC(C)C)cc2)c1
 : -3.4 | -4.7 | 4.9 | i | 3.9 | 19.2 | 1.4 | 0.8 | 0.1 | -0.3
O=C1CC(=O)N2N=C(c3ccc([N+](=O)[O-])cc3)SC2=N1
 : -0.4 | 0.5 | 14.6 | -0.1 | -6.5 | 8.4 | nt | 1.1 | 0.2 | -0.3
COc1cccc(N2C(C(C)=O)=NN(c3ccccc3)C2c2ccc(N3CCOCC3)cc2)c1 (configuration not stated)
 : -32.0 | 2.4 | 6.2 | -0.3 | 5.5 | -1.5 | nt | 5.5 | 5.0 | -0.1

Further results:
Every second line gives: SSB-PriA inh | Anthrax LF inh2 | CCHF vOTU inh | Vc quorum ag | Yp Topo-I inh | VHR inh abs | TcdB inh | 3CLpro inhibitor | BoNT A protease | PfHsp40 rescue
COc1ccccc1N1CCN(C(=O)Nc2ccc([N+](=O)[O-])cc2)CC1
 : 2.7 | -1.4 | -0.7 | -0.1 | 16.3 | -1.2 | 0.2 | -1.6 | -0.3 | -0.4
O=C(NC(C(=O)N/N=C/c1cccc2ccccc12)c1n[nH]c(=O)c2ccccc12)c1ccccc1 (configuration not stated)
 : nt | -0.2 | 7.7 | -0.6 | 36.2 | 4.6 | nt | 0.7 | -0.4 | 1.3
Cc1cc(C)c2nc(NNC(=O)c3ccc(S(=O)(=O)N4CCc5ccccc5C4)cc3)sc2c1
 : -2.8 | -3.4 | 10.8 | 0.2 | -9.0 | 7.6 | -0.1 | 3.1 | -0.4 | -0.3
CC1(C(=O)Nc2ccccc2)Cc2c(-c3cccc(C(N)=O)c3)ccnc2O1 (configuration not stated)
 : nt | 0.9 | 11.3 | -0.3 | -3.1 | nt | 1.1 | nt | -0.2 | nt
CCOC(=O)c1cnc(SC)nc1N1CCCC1
 : 3.4 | -3.3 | -5.1 | -0.2 | 4.1 | 16.6 | 2.8 | 2.8 | -0.9 | 0.0
CC(C(=O)Nc1ccc2c(c1)OCCO2)N1CCN(C(=O)c2ccco2)CC1 (configuration not stated)
 : 3.1 | 0.4 | 8.2 | i | -5.8 | 9.9 | nt | 5.1 | 1.1 | -1.5
Cc1cccc(CCNC(=O)C2CCCN(c3cnccn3)C2)c1 (configuration not stated)
 : -3.9 | -0.4 | -15.3 | i | 4.0 | 14.2 | 1.4 | -1.2 | -0.4 | -0.4
COc1cc(/C=N/NC(=O)c2ccncc2)ccc1Oc1ccc([N+](=O)[O-])cn1
 : nt | -3.5 | -5.4 | -0.3 | -0.5 | 1.7 | 0.5 | -1.4 | -0.2 | -0.5
Cc1ccccc1S(=O)(=O)Nc1nc2ccccc2nc1N1CCOCC1
 : -13.7 | -3.4 | 15.8 | -0.7 | -1.7 | 17.5 | nt | -3.0 | -0.8 | 1.1
Cc1ccc(C(=O)N/N=C/c2c[nH]c3ccccc23)o1
 : nt | -0.7 | -1.4 | -0.2 | -8.7 | 15.3 | -0.9 | 2.1 | 0.6 | -0.4
C=C(C)C1CC=C(C)/C(=N/NC(=O)CNc2ccc(OCC)cc2)C1 (configuration not stated)
 : nt | -13.2 | nt | i | -3.2 | 20.8 | 0.3 | 4.9 | ? | -0.6
COC(=O)c1ccc(NC(=S)NC2CCCCC2C)cc1 (configuration not stated)
 : -9.7 | -0.1 | 8.5 | -0.2 | 3.1 | 17.7 | nt | 0.7 | -0.1 | -0.3
O=C(Nc1cccnc1)c1ccc2c(c1)OCO2
 : -5.2 | -3.3 | -4.6 | 1.2 | -4.5 | -11.2 | nt | -1.9 | -0.1 | 1.3
O=C(OCc1nc2scc(-c3ccccc3)c2c(=O)[nH]1)c1cc([N+](=O)[O-])ccc1Cl
 : 4.3 | -3.0 | -12.9 | -0.2 | 2.2 | 1.7 | 0.5 | 0.3 | 0.5 | -1.3
CCC1(c2ccc(F)cc2)NC(=O)N(CC(=O)N2CCN(C(=O)c3ccco3)CC2)C1=O (configuration not stated)
 : -5.3 | -7.5 | -16.6 | i | -9.4 | nt | 0.5 | nt | 0.1 | -0.2

Entries of single compounds as entered above. Screens in order: SSB-PriA inh | Anthrax LF inh2 | CCHF vOTU inh | Vc quorum ag | Yp Topo-I inh | VHR inh abs | TcdB inh | 3CLpro inhibitor | BoNT A protease | PfHsp40 rescue
CCC1(c2ccc(F)cc2)NC(=O)N(CC(=O)N2CCN(C(=O)c3ccco3)CC2)C1=O (configuration not stated) in the list: -5.3 | -7.5 | -16.6 | i | -9.4 | nt | 0.5 | nt | 0.1 | -0.2
Cc1cccc(CCNC(=O)C2CCCN(c3cnccn3)C2)c1 (configuration not stated) in the list: -3.9 | -0.4 | -15.3 | i | 4.0 | 14.2 | 1.4 | -1.2 | -0.4 | -0.4

Remaining list, next part:
Every second line gives: SSB-PriA inh | Anthrax LF inh2 | CCHF vOTU inh | Vc quorum ag | Yp Topo-I inh | VHR inh abs | TcdB inh | 3CLpro inhibitor | BoNT A protease | PfHsp40 rescue
CN1OC[C@@H]2CN(C(=O)CCc3ccccc3)[C@H](c3cccc(-c4ccccc4)c3)C[C@@H]21
 : -3.1 | -2.9 | 11.6 | i | 39.1 | nt | 1.5 | nt | 0.0 | 2.1
Cn1c(=O)c(=O)n(C)c2cc(S(=O)(=O)CCC(=O)Nc3cccc(C(F)(F)F)c3)ccc21
 : -13.5 | -2.8 | -1.7 | 0.6 | 15.9 | -2.2 | 1.4 | 5.6 | 3.9 | -0.2
Cn1c(/C=C/c2ccc(Cl)cc2Cl)c([N+](=O)[O-])c(=O)n(C)c1=O
 : -11.8 | 1.0 | 5.1 | -1.4 | 1.2 | 61.5 | 0.4 | -1.3 | -3.3 | -0.5
Clc1ccc(COc2ccccn2)cc1Cl
 : -3.9 | -5.3 | 2.4 | 0.7 | -5.3 | 27.3 | nt | -1.7 | -0.9 | -0.5
CC(=O)N(C)c1ccc(NC(=O)C(F)(F)F)cc1
 : -0.4 | -6.3 | 8.1 | i | 2.8 | 4.2 | 0.8 | 4.2 | -0.2 | 0.4
Cc1ccc(F)cc1CNC(=O)C1CCC(=O)N(C2CC2)C1 (configuration not stated)
 : 3.6 | 4.4 | 13.7 | -9.8 | -10.3 | 10.1 | 0.5 | -2.1 | -0.7 | -2.3

Some of the compounds tested; rates above refer to the full screens.
